Assay outcomes from PubChem BioAssay.
TbPYK inhibitor – qHTS of Trypanosoma Brucei Inhibitors | actives 0.12% (n = 410,000) | Potency, µM (titrated, usually from 76.8 µM), for the others: at the top dose activity, negative = inhibition, most hits filed as inhibitors | TbPYK enzyme, Kinase-Glo Plus ATP luminescence, 45 min | AID 624173, 2012; also: nearly all actives have a fitted effect of over 50% in size
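Enzyme and substrate buffer are dispensed first and compound is pin-transferred. ADP at 130 uM final then starts the reaction, which runs 45 min at room temperature. Detection reagent is added for 10 min before luminescence is imaged.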
LmPK inhibitor – qHTS Assay for Inhibitors of Leishmania Mexicana Pyruvate Kinase (LmPK); actives 0.37% (n = 290,000); Q27686; purified LmPK, Kinase-Glo ATP luminescence, 1 h; Potency, µM (titrated, usually from 57.5 µM), without a hit: at the highest dose activity change, negative = inhibition, hits mostly inhibitors
Target sequence (Q27686 whole entry, looked up): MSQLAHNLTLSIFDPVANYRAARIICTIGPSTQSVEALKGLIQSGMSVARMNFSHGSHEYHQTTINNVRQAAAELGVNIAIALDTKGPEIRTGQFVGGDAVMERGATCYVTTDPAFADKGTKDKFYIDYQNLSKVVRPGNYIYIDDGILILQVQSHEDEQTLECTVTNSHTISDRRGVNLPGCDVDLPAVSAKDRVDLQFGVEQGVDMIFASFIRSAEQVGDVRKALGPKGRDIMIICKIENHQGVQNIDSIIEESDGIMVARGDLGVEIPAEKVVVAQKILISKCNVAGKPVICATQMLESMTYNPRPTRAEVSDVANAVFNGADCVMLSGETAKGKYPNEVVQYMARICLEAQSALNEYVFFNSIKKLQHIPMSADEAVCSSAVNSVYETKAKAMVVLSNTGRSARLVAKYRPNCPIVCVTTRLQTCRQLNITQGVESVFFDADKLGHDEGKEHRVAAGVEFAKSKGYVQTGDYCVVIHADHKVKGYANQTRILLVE
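Kinase-Glo luminescence read after 1 h RT reaction of 0.1 nM LmPK with 0.5 mM PEP and 0.1 mM ADP. Activity scaled between uninhibited and enzyme-free controls.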
HCV inhibitor – qHTS Assay for Inhibitors of Hepatitis C Virus (HCV) | actives 3.4% (n = 340,000) | Huh7.5.1 HCVcc-Cre infection, luciferase reporter, 44 h | Potency, µM (doses to about 41.8 µM), inactives show at the top dose activity change, negative = inhibition, most hits filed as inhibitors
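Infectious HCV cell culture screen: compound-treated cells (1,000/well, pre-plated 4 h) are infected with HCVcc-Cre at roughly 0.5 moi and grown 44 h. Infection is quantified by luciferase signal after 15 min substrate incubation at room temperature.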
Sm TGR inh – qHTS Assay for the Inhibitors of Schistosoma Mansoni Peroxiredoxins. purified TGR, DTNB reduction, TNB absorbance 405 nm. Potency, µM (series often up to 114 µM), without a hit: top-dose activity change, negative = inhibition, most hits filed as inhibitors. actives 3% (n = 360,000); also: nearly all actives have a fitted effect of over 60% in size
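TGR 20 nM + NADPH 100 uM (dispensed conc.), cpd preinc 15 min RT; start with NADPH (500 uM addition) then DTNB (15 mM addition). Kinetic TNB absorbance, 405 nm filter. Four-parameter Hill fit across titration.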
Pf growth 48h – Primary qHTS for delayed death inhibitors of the malarial parasite plastid, 48 hour incubation. actives 5.9% (n = 310,000). P. falciparum luciferase growth in erythrocytes, 48 h. Potency, µM (doses to about 28.7 µM), for the others: top-dose activity change, negative = inhibition, usual class: inhibitors
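Here the parasites carry a stable luciferase gene and grow inside erythrocytes in Albumax-based RPMI medium with compound for one erythrocytic cycle. Activity is scored as loss of luminescent signal.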
Pf growth 96h – Primary qHTS for delayed death inhibitors of the malarial parasite plastid, 96 hour incubation. Potency, µM (top dose mostly 28.7 µM), for the others: at the top dose activity change, negative = inhibition, hits mostly inhibitors. P. falciparum luciferase reporter growth, 96 h. actives 6.9% (n = 320,000)
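Compounds incubated with erythrocytes infected by luciferase-expressing P. falciparum (2% hematocrit, 0.05% parasitemia final) for 96 hours, 37 C in 5% CO2. Growth inhibition scored as decreased luciferase luminescence.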
The depositor's hits bear a star; ? = inconclusive; . = no result given; & = joins results of further samples; [ ] = remark or other dose. Calls follow the shape of the dose curve; as a rule, active = well fitted curve in the direction sought with a large enough effect; inconclusive = small, poorly fitted or top-dose-only effect, or another doubt; inactive = no such curve, though single readings can be large; an effect the other way counts as inactive or inconclusive. % is scaled to controls: 0 for no effect and ±100 for the full control effect; potency is read from the fitted curve at half-maximal effect.

SMILES	TbPYK inhibitor	LmPK inhibitor	HCV inhibitor	Sm TGR inh	Pf growth 48h	Pf growth 96h
CCCN(C(=O)C(=O)Nc1ccc2nc3n(c(=O)c2c1)CCCCC3)c1ccc(OCC)cc1	-2%&-10%	1%	?	10%&5%	0.12µM*	-9%
CC(C)C(NS(=O)(=O)c1ccccc1)C(=O)N1CCCC1 (configuration not stated)	-15%	-3%	6%	-9%	3%	?
COc1ccccc1-c1csc(NC(=O)c2ccc(N3C(=O)CCC3=O)cc2)n1	-2%	7%	-28%	10%	?	?
CCOC(=O)CN1C(=O)CN(c2ccc(C)c(C)c2)C1=O	-8%	-3%	0%	2%	26%	?
CCC(C)C(=O)Nc1nc(C)c(-c2csc(Nc3ccc(Cl)cc3)n2)s1 (configuration not stated)	5%	-9%	-25%	-10%	13µM*	9.3µM*
CCOC(=O)COc1ccc(C)cc1-c1ccno1	0%	-1%	9%	-5%	-1%	.
COc1ccc(C2C3=C(CC(C)(C)CC3=O)OC(N)=C2[N+](=O)[O-])cc1 (configuration not stated)	-1%	3%	14%	1%	7%	-13%
COc1ccc(N(CC(=O)NCCC2=CCCCC2)S(=O)(=O)c2ccccc2F)cc1	2%	4%	?	7%	?	10µM*
Cc1c(-n2cc(C(=O)c3cc(Br)ccc3O)cc(C#N)c2=O)c(=O)n(-c2ccccc2)n1C	-5%	8%	-21%	?	.	?
COc1ccc(-c2nc(-c3cccc([N+](=O)[O-])c3O)cc(=O)o2)cc1OC	0%	9%	18%	-14%	0%	32%[activator]
CCn1c(COc2cc(C)cc(C)c2)nnc1SCC(=O)N1CCN(c2ccccc2)CC1	-32%	2%	?	17%	?	?
CN(C)c1cc(NC(=O)CN2CCOCC2)c2ccccc2n1	-1%	5%	7%	9%	.	.
CN1CCN(CC(=O)Nc2ccc(Cl)cc2Cl)CC1	-1%	-3%	?	7%	15%	9.3µM*
CCOc1ccccc1NC(=O)CSc1nc2cc(O)ccc2c(=O)n1-c1ccc(OC)c(OC)c1	6%	-1%	11µM*	9%	?	?
CN(C)S(=O)(=O)c1ccc(C(=O)Nc2ccccc2C(=O)O)cc1	-13%	1%	6%	2%	-12%	13µM*
CC(C)Cn1c(N)c(C(=O)COC(=O)C2CCCCC2)c(=O)n(C)c1=O	-14%	8%	?	-7%	0%	0%
Cc1ccc(N2CC(C(=O)NCCS(=O)(=O)N3CCN(c4ccccc4)CC3)CC2=O)cc1 (configuration not stated)	1%&0%	9%	5%	1%&6%	15%	155%[activator]
FC(F)Oc1ccc(NC(=S)NC23CC4CC(CC(C4)C2)C3)cc1	3%	-5%	?	4%	4.1µM*	4.1µM*
CC(=O)c1ccccc1OCC(O)CN1CCN(CCN2C(=O)c3cccc4cccc(c34)C2=O)CC1 (configuration not stated)	5%	-4%	10µM*	-2%	?	10%
OC1(Cc2ccn[nH]2)CCCCC1	-56%	0%	12%	20%	12%	12%
CCOc1ccccc1CN1CCN(C/C=C/c2ccc(OC)cc2)CC1CCO (configuration not stated)	-3%	1%	-16%	5%	?	?
CCOC(=O)c1cn(CC(=O)Nc2cccc(Cl)c2)nn1	5%	4%	17%	-12%	12%	70%[activator]
CCC1CN(C(=O)NCc2ccc(C)cc2)c2cc(Cl)ccc2O1 (configuration not stated)	13%&1%	-2%	?	-11%&-7%	-22%	-8%
O=C(Nc1ccc(Cl)cc1F)C1CCCN(C2=NS(=O)(=O)c3ccccc32)C1 (configuration not stated)	1%	.	8%	-1%	-25%	?
O=C(Cn1c(CO)nc2ccccc21)Nc1ccc2c(c1)OCCCO2	1%	.	-1%	-9%	20%	1%
CC(C)OC(=O)Nc1ccc2c(c1)N(C(=O)CCN(C)C)c1ccccc1CC2	-5%	-1%	0%	-18%	-22%	6%
CCn1c(SCC(=O)N2CCCC2)nc2c(c1=O)SC(C)C2 (configuration not stated)	-3%	0%	7%	-1%	-4%	-29%
COC(=O)c1cccc(N(CC(=O)NC2CCCC2)C(=O)CNC(=O)c2cccs2)c1	1%	0%	15%	-4%	6%	33%[activator]
N#CCn1c(Cc2ccccc2)nc2ccccc2c1=O	3%	4%	12%	-12%	?	7%
COc1ccc(NC(=O)c2cccc(-n3cnnn3)c2)cc1	-9%	5%	19%	-9%	23%	27%[5.75 µM]
Cc1cc2ccccc2n2c(SCC(=O)N3CCOCC3)nnc12	5%	2%	9%	9%	9%	?
Cc1ccc(NC(=S)NNC(=O)Cn2nc([N+](=O)[O-])cc2C)cc1	-20%	6%	6%	21%	?	0%
CCOC(=O)C1=C(C)NC(C)=C(C(=O)OCC)C1c1cn(-c2ccccc2)nc1-c1ccco1	-2%	1%	8%	-24%	4.7µM*	.
CCOC(=O)CSc1cc(=O)n(CC)c2ccccc12	0%	-2%	-8%	7%	9%	10µM*
CCN(CC)C(=O)CSc1nc(O)c(Cc2ccccc2)c(=O)n1-c1ccccc1C	-15%	2%	2%	10%	0%	0%
COc1cccc(NC(=O)CSc2nnc(-c3cccc(OC(C)C)c3)n2N)c1	-4%	-1%	-2%	-30%	66%[activator]	40%[activator]

Molecules above with fluorine (three):
SMILES	TbPYK inhibitor	LmPK inhibitor	HCV inhibitor	Sm TGR inh	Pf growth 48h	Pf growth 96h
COc1ccc(N(CC(=O)NCCC2=CCCCC2)S(=O)(=O)c2ccccc2F)cc1	2%	4%	?	7%	?	10µM*
FC(F)Oc1ccc(NC(=S)NC23CC4CC(CC(C4)C2)C3)cc1	3%	-5%	?	4%	4.1µM*	4.1µM*
O=C(Nc1ccc(Cl)cc1F)C1CCCN(C2=NS(=O)(=O)c3ccccc32)C1 (configuration not stated)	1%	.	8%	-1%	-25%	?

Structures from the list above that contain an aryl thioether with sulfur outside any ring:
SMILES	TbPYK inhibitor	LmPK inhibitor	HCV inhibitor	Sm TGR inh	Pf growth 48h	Pf growth 96h
CCn1c(COc2cc(C)cc(C)c2)nnc1SCC(=O)N1CCN(c2ccccc2)CC1	-32%	2%	?	17%	?	?
CCOc1ccccc1NC(=O)CSc1nc2cc(O)ccc2c(=O)n1-c1ccc(OC)c(OC)c1	6%	-1%	11µM*	9%	?	?
CCn1c(SCC(=O)N2CCCC2)nc2c(c1=O)SC(C)C2 (configuration not stated)	-3%	0%	7%	-1%	-4%	-29%
Cc1cc2ccccc2n2c(SCC(=O)N3CCOCC3)nnc12	5%	2%	9%	9%	9%	?
CCOC(=O)CSc1cc(=O)n(CC)c2ccccc12	0%	-2%	-8%	7%	9%	10µM*
CCN(CC)C(=O)CSc1nc(O)c(Cc2ccccc2)c(=O)n1-c1ccccc1C	-15%	2%	2%	10%	0%	0%
COc1cccc(NC(=O)CSc2nnc(-c3cccc(OC(C)C)c3)n2N)c1	-4%	-1%	-2%	-30%	66%[activator]	40%[activator]

Sorted by number of heavy atoms (rising): part of the list above
SMILES	TbPYK inhibitor	LmPK inhibitor	HCV inhibitor	Sm TGR inh	Pf growth 48h	Pf growth 96h
CN(C)S(=O)(=O)c1ccc(C(=O)Nc2ccccc2C(=O)O)cc1	-13%	1%	6%	2%	-12%	13µM*
CC(C)OC(=O)Nc1ccc2c(c1)N(C(=O)CCN(C)C)c1ccccc1CC2	-5%	-1%	0%	-18%	-22%	6%
CCn1c(COc2cc(C)cc(C)c2)nnc1SCC(=O)N1CCN(c2ccccc2)CC1	-32%	2%	?	17%	?	?

Next results follow:
SMILES	TbPYK inhibitor	LmPK inhibitor	HCV inhibitor	Sm TGR inh	Pf growth 48h	Pf growth 96h
Cc1cc(NC(=O)CSc2ncnc3c2cnn3-c2ccccc2)no1	1%	-3%[11.5 µM]	12%	0%	15%	-10%
CCOc1ccc(NC(=O)Cn2nnc3c(cnn3-c3ccc(F)cc3)c2=O)cc1	2%	6%	-29%	2%	-10%	?
CSCc1c(C(=O)OCC(=O)c2ccc[nH]2)oc2ccccc12	-6%	.	?	?	-2%	1%
Cc1ccc(NC(=S)NCc2ccc(S(N)(=O)=O)cc2)cc1Cl	-2%	2%	-29%	-28%	-37%[5.75 µM]	22%
CC(C)(C)c1ccc(C(=O)NCCCNC(=O)c2cccnc2)cc1	1%	-3%	17%	6%	3%	18%
Cc1cc(C(F)(F)F)n2[nH]c(=O)c(N=Nc3ccccc3)c2n1	1%	-8%	10%	-2%	15%	5%
COc1ccc(N=Nc2nc(-c3ccccc3)c(-c3ccccc3)[nH]2)cc1	-9%	0%	?	-9%	?	?
COc1ccc(CCNC(=O)c2cnn3c(C(F)F)cc(C)nc23)cc1OC	2%	16%	-25%	-6%	.	?
CC(=O)N1c2ccc(S(=O)(=O)NCC3CCC(C(=O)NC4CCC(C)CC4)CC3)cc2CC1C (configuration not stated)	4%	-4%	?	-9%	13µM*	?
O=C(CSC1=NC(=O)C(Cc2ccccc2)C(=O)N1)Nc1ncccn1 (configuration not stated)	.	5%	.	0%	9%	7%
CCN(CC)S(=O)(=O)c1ccc(OCC2CCCCO2)c([N+](=O)[O-])c1 (configuration not stated)	0%	7%	-5%	-7%	?	?
COc1ccc(CNC(=O)C/C(C)=N/NC(=O)COc2ccc(C)cc2Br)cc1	2%	2%	-28%	7%	-14%	4%
CC/C(=N\NC(=O)c1ccccc1)c1c(O)n(C2CCCCC2)c(=O)[nH]c1=O	0%	7%	12%	-32%	15%	-8%
COc1ccc(-n2nc(C(=O)NCC(=O)N3CCCCC3)c3ccccc3c2=O)c(OC)c1	0%	4%	7%	-13%	21%	?
CC(Oc1ccc(Br)cc1)C(=O)O/N=C(\N)c1ccncc1 (configuration not stated)	-10%	-2%	?	5%	-27%	22%
CCN1C(=O)CC(N2CCC(Nc3ccc(F)cc3)CC2)C1=O (configuration not stated)	-2%	1%	-7%	-11%	24%	?
COc1ccc(S(=O)(=O)N2CCC(C(=O)N3CCOCC3)CC2)cc1OC	-3%	-6%	5%	79µM*	5%	?
CCCNC(=S)NNC(=O)c1cccs1	-2%	3%	16%	0%	26%	7%
Cc1cccc(NC(=O)C2CCCN(S(=O)(=O)c3ccc4[nH]c(=O)ccc4c3)C2)n1 (configuration not stated)	-7%	-5%	?	3%	?	?
c1ccc(CSCc2cn3ccccc3n2)cc1	6%	-15%	9%	-14%	189%[activator]	185%[activator]
CC(C)C(NC(=O)C(NC(=O)C1OC2OC(C)(C)OC2C2OC(C)(C)OC12)C(C)C)C(=O)O (configuration not stated)	2%	-2%	6%	-3%	3%	68%[activator]
O=C(Nc1ccc(Cl)cc1)Nc1csc([N+](=O)[O-])c1	3%	-4%	?	5%	?	?
CCc1nnc(NC(=O)CN2C(=O)NC3(CC(C)CC(C)(C)C3)C2=O)s1 (configuration not stated)	1%	1%	13%	0%	?	?
Nc1cc(=O)[nH]c(SCCOc2ccccc2)n1	-17%	-4%	-1%	.	45%[activator]	?
CC1(C(=O)NC2CCCCCCC2)CCC(=O)N1Cc1ccco1 (configuration not stated)	-7%	0%	18%	-4%	-2%	69%[activator]

No enrichment for hits. Share with any hit: about 16%.
